Pf Dd2 growth: inhibitors of Plasmodium falciparum Dd2 growth; P. falciparum Dd2 growth, SYBR Green, 72 h; Potency, µM (series often up to 28.9 µM), inactives show top-dose activity, negative = inhibition, usual class: inhibitors; hit rate 4.3% among 120,000; AID 1347417; active = well fitted inhibition curve with a large enough effect; inconclusive = small, poorly fitted or top-dose-only effect; inactive = no such curve, though single readings can be large or run the other way;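 note: plate controls were DMSO vehicle for no effect and reference drug for full effect; nearly all actives have a fitted effect of over 65% in size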
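Infected erythrocytes (Dd2, 0.3% parasitemia, 2.5% hematocrit final) are added to compound in RPMI-1640/Albumax II medium, grown 72 h at 37C in low oxygen, then lysed with saponin/Triton-X containing SYBR Green and read by fluorescence.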
The depositor's hits bear a star; i = inactive; ? = inconclusive; [ ] = dose if it differs, or a comment. Potency is the fitted concentration of half-maximal effect. An excerpt, so the mix of outcomes need not match the whole.

SMILES	Pf Dd2 growth
CCNC(=O)[C@@H]1C[C@H](NC(=O)c2ccn(CC)n2)CN1C1CCOCC1	-19.2%
CNC(=O)[C@@H]1CN(S(=O)(=O)c2cc(F)ccc2C)C[C@H]1C1CCN(C)CC1	-18.2%
O=C(NCCc1ccc(Cl)cc1)C(=O)NCC(c1ccco1)S(=O)(=O)c1ccccc1 (stereo unspecified)	22.0%
CC(C)CNC(=O)N1CCC2(CC1)CC(N(C(=O)c1ccccc1)C1CC1)CCO2 (stereo unspecified)	i
O=C(NCCc1ccncc1)C1CN(C(=O)CCc2ccccc2)CC12CCOCC2 (stereo unspecified)	2.6%
CC(C)(O)C#Cc1ccc(-c2nccn2-c2cccc(-n3cncn3)c2)cc1	?
Cc1ccc(N2C(=O)CCSC23C(=O)N(Cc2ccc(F)cc2)c2ccccc23)cc1 (stereo unspecified)	?
Cc1ccc(C)c(-n2c3nc(=O)[nH]c(=O)c-3cc3c(C)nn(-c4ccccc4)c32)c1	-6.2%
CCNC(=O)N1CCC(Cc2ccc(C(=O)NCCN3CCCCC3)cc2)CC1	?
O=C(c1ccc(Cl)nc1)N1CCn2c(nn(-c3ccc(F)cc3)c2=O)C1	-10.2%
O=C(c1ccccc1)N1C[C@@H]2C[C@H](C1)c1ccc(NS(=O)(=O)c3cccs3)c(=O)n1C2	8.9%
Cc1cccc(C(=O)NCc2nnc3cc(-c4nc(C(C)C)no4)ccn23)c1	10µM*
CC[C@H]1CN(C(=O)NC2CCCCC2)CC[C@H]1CC(=O)NCc1ccco1	?
C[C@@H](NC(=O)c1ccc2c(c1)OCO2)c1onc(-c2ccc(Cl)cc2)c1C(=O)O	3.4%[44.1 µM]
O=C1CC(NS(=O)(=O)N2CCCC2)CN1CCc1ccccc1 (stereo unspecified)	0.1%
CC1(c2noc(C3CC3)n2)CCN(C(=O)CCc2nc3ccc(Cl)cc3[nH]2)CC1	i
Cc1ccc(CNC(=O)c2noc(-c3ccc4c(c3)OCO4)n2)cc1	i
CCn1ccc(C(=O)N2CCC3(CCCCO3)CC2)n1	i
CC1(C)C[C@H](NC(=O)c2ccccc2)[C@@]2(CCC(=O)NC3CC3)CC[C@](C)(O)C[C@@H]12	-4.1%[44.1 µM]
Cc1cn2c(=O)cc(COC(=O)C(C)Oc3ccccc3)nc2s1 (stereo unspecified)	34.6%[activator]
CCNC(=O)N1CCC2(CC1)N(C)C(=O)CS2=O (stereo unspecified)	16.9%
CN(C)c1ccc(CNS(=O)(=O)c2csc(C(N)=O)c2)cc1	-12.8%
COc1ccc(NC(=O)CN2C(=O)CCc3cc(S(=O)(=O)N4CCOCC4)ccc32)cc1Cl	3.5%
Cc1ccc(C(=O)CCC(=O)Nc2ccc(C)cc2C)cc1	-4.2%
O=C(C1COc2ccccc2O1)N(Cc1cccnc1)c1nc2ccc(F)cc2s1 (stereo unspecified)	i
COc1ccc(C2CC(=O)c3cnc4c(-c5ccccc5)c(C)nn4c3C2)c(OC)c1 (stereo unspecified)	29.0%
COC[C@@H]1CN(Cc2ccc(C#N)cc2)C[C@H]1C(=O)NC1CC1	-7.1%
COc1ccc([C@H]2C[C@@H](O)[C@@H](O)[C@@H]2NC(=O)c2ccc(C(F)(F)F)cc2)cc1	-19.2%[44.1 µM]
CN1CCN(Cc2nc(C3(O)CCN(C(=O)Cc4ccccc4)CC3)cs2)CC1	-11.3%[44.1 µM]
Cc1c(Cl)ccc2sc(NC(=O)c3ccc(S(=O)(=O)N4CCCC4)cc3)nc12	i

For convenience, some entries already given.
SMILES	Pf Dd2 growth
C[C@@H](NC(=O)c1ccc2c(c1)OCO2)c1onc(-c2ccc(Cl)cc2)c1C(=O)O	3.4%[44.1 µM]
O=C1CC(NS(=O)(=O)N2CCCC2)CN1CCc1ccccc1 (stereo unspecified)	0.1%
CC1(c2noc(C3CC3)n2)CCN(C(=O)CCc2nc3ccc(Cl)cc3[nH]2)CC1	i
Cc1ccc(CNC(=O)c2noc(-c3ccc4c(c3)OCO4)n2)cc1	i
CCn1ccc(C(=O)N2CCC3(CCCCO3)CC2)n1	i
CC1(C)C[C@H](NC(=O)c2ccccc2)[C@@]2(CCC(=O)NC3CC3)CC[C@](C)(O)C[C@@H]12	-4.1%[44.1 µM]
Cc1cn2c(=O)cc(COC(=O)C(C)Oc3ccccc3)nc2s1 (stereo unspecified)	34.6%[activator]
CCNC(=O)N1CCC2(CC1)N(C)C(=O)CS2=O (stereo unspecified)	16.9%
CN(C)c1ccc(CNS(=O)(=O)c2csc(C(N)=O)c2)cc1	-12.8%
COc1ccc(NC(=O)CN2C(=O)CCc3cc(S(=O)(=O)N4CCOCC4)ccc32)cc1Cl	3.5%
Cc1ccc(C(=O)CCC(=O)Nc2ccc(C)cc2C)cc1	-4.2%
O=C(C1COc2ccccc2O1)N(Cc1cccnc1)c1nc2ccc(F)cc2s1 (stereo unspecified)	i
COc1ccc(C2CC(=O)c3cnc4c(-c5ccccc5)c(C)nn4c3C2)c(OC)c1 (stereo unspecified)	29.0%
COC[C@@H]1CN(Cc2ccc(C#N)cc2)C[C@H]1C(=O)NC1CC1	-7.1%

(list continues)
SMILES	Pf Dd2 growth
CCOC(=O)N1CCN(Cc2nc3cc(NC(=O)c4ccc(F)cc4)ccc3n2C(C)C)CC1	?
Cc1ccsc1CN1CCc2nc(N(C)Cc3cccnc3)[nH]c(=O)c2CC1	i[5.79 µM]
CCc1cccc(NS(=O)(=O)c2ccc3c(c2)n(C)c(=O)c(=O)n3C)c1	?
CN1C(=O)C2(CCN(CC3CCCCC3)C2)c2ccccc21 (stereo unspecified)	-27.6%[44.1 µM]
Cc1ccc(OCCSc2nc3ccc(NC(=O)c4ccco4)cc3s2)cc1	?
CNC(=O)[C@@H]1CN(C(=O)Cc2ccc(OC)c(OC)c2)C[C@H]1COC	-11.0%
CCS[C@H]1CCN2C(=O)c3cc(-c4ccccc4F)ccc3NC(=O)[C@H]12	-13.6%[44.1 µM]
COc1ccc(Cl)cc1NC(=O)c1oc2ccc(S(=O)(=O)N3CCCCC3)cc2c1C	41.3%[activator]
Cc1ccc(NC(=O)Cn2c(=O)n(CCCCC(=O)NCCc3ccccc3)c(=O)c3ccccc32)cc1	i
Oc1ccccc1CN1CCOC[C@H]1c1ncc(-c2cccc(Cl)c2)[nH]1	3.16µM*
O=C(c1ccc2c(c1)N(Cc1cccc(Cl)c1)C(=O)c1ccccc1S2)N1CCOCC1	?
CCOC(=O)CC(NC(=O)Cn1nnc(-c2ccccc2C)n1)c1ccc(OC)cc1 (stereo unspecified)	14.5%
O=C(c1ccc(F)cc1)N1C[C@@H]2C[C@H](C1)c1ccc(C3CCCCC3)c(=O)n1C2	?
COc1ccc(N2CCN(C(=O)c3cn(C4CCCCC4)c(=O)c4c3c3ccccc3n4C)CC2)cc1	5.01µM*
O=C(O)[C@H](Cn1ccc(=O)[nH]c1=O)NC1CCC1	-10.6%[44.1 µM]
Cn1ccc(C(=O)N2CCCC(CCc3ccccc3C(F)(F)F)C2)n1 (stereo unspecified)	-7.2%
CC(C)CC(=O)N1C[C@@H]2CCCN3CCC[C@@H]([C@H]23)[C@H]1CCCC(=O)NCC1CC1	-25.9%
O=C(NCCC1CCN(C(=O)Nc2ccc(F)cc2F)CC1)c1ccco1	-2.9%
O=C(NCC1Cn2cccc2CN1Cc1cccnc1)Nc1ccccc1 (stereo unspecified)	?
COCc1ccc2c(c1)c(OC(C)(C)C(=O)NCc1cnccn1)nn2Cc1cccc(OC)c1	i
Cc1cc(C(=O)NCc2cccs2)c2c(C3CCNC3)noc2n1 (stereo unspecified)	-10.4%
O=C1CC(c2ccccc2)N(C(=O)CNC(=O)CN2CCCCCC2)CCCCCN1 (stereo unspecified)	?
CC(CNC(=O)c1noc(-c2ccc(F)cc2)n1)c1ccccc1 (stereo unspecified)	i
OC(CCc1ccccc1)C1CCN(Cc2nc(-c3ccccn3)no2)CC1 (stereo unspecified)	?
CCOc1ccc(-n2cc(-c3ccccc3)c3c(NCc4ccccc4)ncnc32)cc1	i
COCCC(=O)N1CCC2(CC1)NCCc1c2[nH]c2ccccc12	-18.7%
Cc1cccc(NC(=O)CSc2nc3c([nH]c4ccccc43)c(=O)n2C)c1C	15.4%
CCOc1cc(C(=O)OCc2cc(=O)n3nc(C4CC4)sc3n2)cc(OCC)c1OCC	3.2%
O=C(Cc1c[nH]c2ncc(-c3ccccc3)cc12)NC1CC1	-19.6%[44.1 µM]
C=CCN(C)C(=O)[C@@H](C)C1CC[C@@]2(C)Cc3sc(NC(=O)C4CC4)nc3[C@@H](C)[C@@H]2[C@H]1O (stereo partly specified)	-22.5%
O=C(NCCc1cnccn1)c1cccc(S(=O)(=O)NC2CCOC2)c1 (stereo unspecified)	6.3%
CCSc1nc2n(n1)C(c1ccc(C(=O)O)cc1)C(C(=O)Nc1ccccc1C)=C(C)N2 (stereo unspecified)	-18.6%
COc1ccc(C(=O)N2CCN(C(=O)C3CCCCC3)C[C@@H]2C(=O)N[C@H]2CCCNC2=O)cc1	?
CN1C(=O)CCC2(CNC(=O)c3ccco3)CCCC=C12 (stereo unspecified)	-10.3%
COc1ccc(NC(=O)CCCc2nnc3n(C(C)C)c(=O)c4sccc4n23)cc1Cl	-14.0%
COc1ccc(-c2cc(-c3ccccc3)nc(SCC(=O)Nc3ccccc3F)c2C#N)cc1	21.7%
O=S(=O)(NC[C@H]1C[C@@H]2CCN1C[C@@H]2CN1CCc2ccccc2C1)c1ccccc1	?
CC(=O)c1ccc(NS(=O)(=O)c2ccc3c(c2)NC(=O)CCS3)cc1	21.4%
CC(=O)N1CCN(c2ccc3nnc(-c4cc(C(=O)N(C)C)ccn4)n3n2)CC1	21.7%[44.1 µM]
COc1cc(NC(=O)N2CC[C@H](c3nc4ccccc4o3)C2)cc(OC)c1	i
CCCN(CCC)S(=O)(=O)c1ccc2c(c1)N(CC(=O)NCc1ccc(F)cc1Cl)C(=O)CS2	-3.3%
Cc1cccc(C(=O)N2C[C@@H](Oc3ccccc3)C[C@H]2C(=O)N2CCOCC2)c1	7.0%
COc1ccc(C(=O)N[C@H]2C[C@@H](Cc3cc(CN(C)C)on3)C2(C)C)cc1	-16.8%[44.1 µM]
COc1cccc(N2CC(C(=O)N3CCC(C(=O)NCC(F)(F)F)C3)NC2=O)c1 (stereo unspecified)	-10.7%
O=C([C@@H]1C[C@H](Oc2ccccc2)CN1C(=O)Cn1c(=O)oc2ccccc21)N1CCCC1	i
CN(C)Cc1nnc(C2CCN(C(=O)c3cn[nH]c3-n3cnnn3)CC2)n1C	-0.6%
N#Cc1ccc(C(=O)NCc2nnc3ccc(-c4ccc(F)cc4)nn23)cc1	-10.4%
CCOc1ccc(C(c2c(O)cc(C)n(Cc3ccco3)c2=O)N2CCN(c3ccccc3)CC2)cc1 (stereo unspecified)	i
O=C(O)CCC(=O)N1Cc2ccccc2CC2(CCCN(CC3CCCCC3)C2)C1 (stereo unspecified)	22.1%
CN(Cc1nc(-c2ccncc2)no1)C(=O)C1CNCCO1 (stereo unspecified)	-7.8%
COc1ccc(N(CC(=O)N2CCc3ccccc3C2)S(=O)(=O)c2ccc(C)cc2)cc1Cl	-22.7%
CC(C)c1ccc(OCC(=O)c2ccc3c(c2)N(CCCC(=O)NCC2CC2)C(=O)CO3)cc1	i
COCC(=O)NCC12CCCC=C1NC(=O)CC2 (stereo unspecified)	-17.4%
C[C@@H]1CN(C(=O)CCc2cnccn2)C[C@@]1(O)C1CC1	-0.5%
Cc1ccc(NC(=O)C2CCCCC(=O)N2)cc1F (stereo unspecified)	36.7%[activator]
Cn1ccnc1-c1ccc(N2CCC(CO)(CCOc3ccccc3)CC2)nn1	?
COc1ccc(-c2nc3c(c(SCC(=O)Nc4cc(C)cc(C)c4)n2)Cc2c(CO)cnc(C)c2O3)cc1	48.9%[activator]
CC(Cc1ccncc1)Nc1nccc(-c2cnn(-c3ccccc3)c2)n1 (stereo unspecified)	8.91µM*
COc1ccccc1CNC(=O)c1ccc2c(c1)CC(=O)N2Cc1ccc(F)cc1	?
O=C1Cc2c(-c3ccccc3Cl)n[nH]c2CN1Cc1ccccc1	7.1%[44.1 µM]

Two entries picked at random from the list so far:
SMILES	Pf Dd2 growth
CCOc1ccc(C(c2c(O)cc(C)n(Cc3ccco3)c2=O)N2CCN(c3ccccc3)CC2)cc1 (stereo unspecified)	i
COCC(=O)NCC12CCCC=C1NC(=O)CC2 (stereo unspecified)	-17.4%

Carrying on:
SMILES	Pf Dd2 growth
COCC(=O)N1CCC2(CC1)C(=O)Nc1cc(Oc3cccc(N(C)C)c3)c(OC)cc12	-24.9%[44.1 µM]
COc1ccc(CC(=O)N2CCC(c3n[nH]c(=O)n3-c3ccc(C)cc3)CC2)cc1Cl	-21.1%
O=C(CCn1cnc2onc(-c3ccc(F)cc3)c2c1=O)N1CCN(c2ccccc2F)CC1	79.8%[activator]
CC(C)c1ccc(NC(=O)C2CCC(CNS(=O)(=O)c3ccc4c(c3)CCCC(=O)N4)CC2)cc1 (stereo unspecified)	2.5%
COc1ccccc1-c1noc(CCC(=O)N2CCc3c(nc4cc(-c5ccccc5)[nH]n4c3=O)C2)n1	-6.8%
COc1ccccc1NC(=O)c1c(C)oc2ccn(Cc3ccc(F)cc3)c(=O)c12	i
CCC(C(=O)NCc1nnc2c(-c3nc(C)no3)cccn12)c1ccccc1 (stereo unspecified)	-23.9%
Cc1ccc(CNC(=O)c2ccc3c(c2)nc(C)n3-c2cc(C)cc(C)c2)cc1	98.6%[activator]
COc1ccccc1Nc1c2c(nc3ccc(NC(=O)/C=C/c4cc(OC)c(OC)c(OC)c4)cc13)CCCC2	3.98µM*
Cc1cc(C(=O)N[C@H](C)c2onc(C)c2C(=O)O)no1	15.0%[44.1 µM]
Cc1nc(-c2ccc(F)cc2)n(CC(=O)Nc2ccc3c(c2)OCO3)c(=O)c1CCO	?
COc1cc(OC)cc(C(=O)N2CCN(c3cc(-c4ccc(Cl)cc4)[nH]n3)CC2)c1	-13.9%
CCc1ccc(CNC(=O)c2cnc3c(C)cccn3c2=O)cc1	18.9%
COc1cc2c(cc1OC1CCCC1)NC(=O)C21CCN(C(C)=O)CC1	i
COc1cc(OC)c(N(C)C(=O)Cn2ncc3c([nH]c4ccccc43)c2=O)cc1Cl	6.6%
